Screening data as filed in PubChem.
KCNQ1 pot = potentiators or activators of human KCNQ1 potassium channel. hit rate 0.35% among 310,000. AID 2648. CHO-K1 KCNQ1, thallium flux FluxOR fluorescence; stronger effect = higher value. P51787. B-score at 10 µM;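 active means fluorescence ratio B-score, a plate-corrected score, at least three library SD, with initial intensity B-score within 5 SD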
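assay system = KCNQ1-transfected CHO-K1 cells | medium = assay buffer with matched DMSO | probe or stimulus = depolarizing K+/Tl+ stimulus, K2SO4 and Tl2SO4 each 12.5 mM in 5x stock | dosing = single dose | incubation = dye 90 min, compound 20 min, room temperature | detection = kinetic FluxOR fluorescence, 10 s baseline plus 110 s post-stimulus | evaluation = ratio B score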
hERG protect = shields human hERG channel from block by proarrhythmic agents. hit rate 0.51% among 310,000. Q12809. CHO-hERG, FluxOR thallium flux, dofetilide IC70 present. activation (rescue from dofetilide block), less the hit threshold, % at 10 µM. AID 1511;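 active means activation above the mean of controls blocked by dofetilide plus 5 SD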;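 further: thallium influx through hERG after potassium depolarization seen as dye fluorescence rise; in these data hits start at about 4.7%; inactives centre near -7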
GSK3A inh = blocks human GSK-3 alpha kinase; inhibition, % at 10 µM; hit rate 0.1% among 320,000; ADP-Glo luminescence, 60 min;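 in the data active means inhibition above about 50%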;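 further: GST-tagged GSK-3 alpha with peptide substrate and 25 µM ATP; 0% = DMSO neutral wells and 100% = GW8510 positive control wells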
KCNK9 inh = blocks the human KCNK9 two-pore domain potassium channel; Q9NPC2; HEK293 KCNK9, FluxOR thallium flux fluorescence; stronger effect = lower value; B-score at 10 µM; hit rate 1.2% among 310,000; AID 488922;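 active means ratio B-score over 3 SD below the library mean, with starting fluorescence within 5 SD of its mean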;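 further: negative B-score means less thallium flux so channel inhibition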
Target sequence (Q9NPC2 whole entry, looked up, the tested form may be a part): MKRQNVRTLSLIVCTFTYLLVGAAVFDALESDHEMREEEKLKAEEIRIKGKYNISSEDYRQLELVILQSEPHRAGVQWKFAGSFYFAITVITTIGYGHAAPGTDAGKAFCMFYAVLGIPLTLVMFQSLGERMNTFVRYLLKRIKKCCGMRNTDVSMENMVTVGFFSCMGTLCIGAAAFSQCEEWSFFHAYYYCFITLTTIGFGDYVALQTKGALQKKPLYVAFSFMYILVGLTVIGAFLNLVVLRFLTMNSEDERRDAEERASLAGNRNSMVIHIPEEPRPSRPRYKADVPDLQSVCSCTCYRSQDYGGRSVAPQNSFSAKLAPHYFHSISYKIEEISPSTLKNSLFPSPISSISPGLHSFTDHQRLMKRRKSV
DYRK1A inh = inhibitors of rat Dyrk1A kinase | AID 504441 | ADP-Glo luminescence, NFATc1 peptide | hit rate 0.43% among 310,000 | inhibition, % at 12.5 µM; in the data active means inhibition above about 50%;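 further: plate controls were vehicle with enzyme for no effect and no enzyme for full effect; many of its hits are not listed in these tables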
GSK3beta inhib = inhibitors of human GSK3beta kinase; AID 2097; GST-GSK3beta kinase, ADP-Glo luminescence, 60 min; stronger effect = lower value; hit rate 0.038% among 300,000; activity score (negative = inhibition), % at 10 µM;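 active means more than half of replicate wells score below -50%, meaning over 50% inhibition versus plate controls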;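 further: 0% = median DMSO wells and -100% = median GW8510 positive control wells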
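Assay system: GST-fused GSK3beta enzyme, cell-free / Medium: Tris pH 7.5 buffer with MgCl2, DTT, BSA, heparin / Also added: peptide substrate plus 25 µM ATP (final) / Compound: 10 µM single point / Timing: kinase reaction with compound 60 min at room temperature / Detection: ADP-Glo luminescence / Benchmarks: DMSO neutral wells and GW8510 at 20 µM as positive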
KCNQ1 inh = blocks the human KCNQ1 potassium channel | P51787 | CHO-K1 KCNQ1, FluxOR thallium flux fluorescence; stronger effect = higher value | B-score at 10 µM | hit rate 1.3% among 310,000 | AID 2642;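 active means compounds whose thallium flux B-score, printed positive for inhibition, exceeds three library SD while starting fluorescence stays within three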;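 further: channel opened by potassium depolarization with thallium stimulus after 20 min compound exposure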
KCNK3 inh = human KCNK3 channel inhibition, primary screen. AID 602410. O14649. hit rate 0.84% among 340,000. B-score at 10 µM. CHO-KCNK3 thallium flux, FluxOR fluorescence; stronger effect = lower value;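 active means B-score under library mean minus 4 SD, starting fluorescence ratio at most library mean plus 5 SD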;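 further: more negative B-score means stronger inhibition of thallium flux through KCNK3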
HDAC3 inh = human HDAC3 inhibition; O15379; recombinant HDAC3, fluorogenic peptide/trypsin coupled, fluorescence; hit rate 0.15% among 320,000; AID 2718; inhibition, % at 8.3 µM; in the data active means inhibition above about 26%, passing the limit was not always enough
Target sequence (O15379 whole entry, looked up): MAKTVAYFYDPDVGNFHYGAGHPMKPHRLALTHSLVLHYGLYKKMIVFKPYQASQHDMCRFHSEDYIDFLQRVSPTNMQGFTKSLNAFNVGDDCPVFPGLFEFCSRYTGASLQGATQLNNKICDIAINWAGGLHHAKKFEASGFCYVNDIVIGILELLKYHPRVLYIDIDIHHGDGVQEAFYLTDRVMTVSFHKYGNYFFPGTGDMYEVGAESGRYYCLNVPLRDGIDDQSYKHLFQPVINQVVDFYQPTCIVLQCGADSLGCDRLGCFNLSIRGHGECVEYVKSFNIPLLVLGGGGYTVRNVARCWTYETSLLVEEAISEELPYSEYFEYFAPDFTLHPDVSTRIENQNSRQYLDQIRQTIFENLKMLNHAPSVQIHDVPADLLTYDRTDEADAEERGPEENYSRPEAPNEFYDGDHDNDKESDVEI
PolyA inhibitor = yeast polyadenylation inhibition; S. cerevisiae SKY197-pL101 polyadenylation reporter, beta-gal luminescence; efflux-impaired pdr1/pdr3 knockout yeast; score 100 = 6 SD above DMSO; calls only at 12 µM; hit rate 0.02% among 300,000; AID 1875;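 active means lowest replicate activity score at least 50, where 100 means six control SD above control mean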;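 further: yeast exposed to compound for 9 h at 30 °C; higher score means more reporter readthrough which indicates perturbed polyadenylation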
RGS4 act = potentiators or activators of RGS4. HEK293 M3R/inducible RGS4, carbachol calcium flux Fluo4; stronger effect = lower value. B-score at 10 µM. hit rate 0.92% among 310,000. AID 463111;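 active means B-score of the integrated calcium signal more than 4 SD below the library mean, with starting fluorescence not abnormally high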;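 further: negative B-score means reduced calcium response which marks RGS4 activation or potentiation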
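System: HEK293 FlpIn-TREx cells, stable M3R, doxycycline-inducible RGS4. Timing: overnight RGS4 induction, 30 min dye load 37 °C, 20 min compound RT. Also added: carbachol, ECmax concentration. Measured by: Fluo4 fluorescence kinetic imaging of calcium. Evaluation: integrated calcium ratio converted to B score.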
* hit, by the source's call; i = inactive; x = not tested or not shown. This is a subset; count on the stated rates, not on these rows.

SMILES	KCNQ1 pot	hERG protect	GSK3A inh	KCNK9 inh	DYRK1A inh	GSK3beta inhib	KCNQ1 inh	KCNK3 inh	HDAC3 inh	PolyA inhibitor	RGS4 act
CCCn1c(N)c(N(CCOC)C(=O)c2cccc(F)c2)c(=O)[nH]c1=O	i	-4.4	-1.2	i	5.8	0.3	i	i	0.0	i	i
CN(Cc1ccc(F)cc1)Cc1nc(CCc2ccccc2)no1	i	-12.7	-4.5	i	x	3.3	i	i	8.3	i	i
Cc1cc(S(=O)(=O)N2CCCCC2CCNC(=O)C(=O)NC2CC2)ccc1F (configuration not stated)	i	-13.5	-3.9	i	3.4	2.4	i	i	x	i	i
N#C/C(=N\Nc1ccccc1[N+](=O)[O-])C(=N)N1CCCCC1	i	-5.4	1.4	i	4.9	-2.1	i	i	2.6	x	i
CCCC(=O)Nc1sc2c(c1C(=O)OCC)CC(C)(C)OC2	i	-14.4	-1.7	i	x	-1.3	i	i	4.0	i	i
CSc1nnc(C)c(=O)n1COC(=O)c1cc(Cl)ccc1[N+](=O)[O-]	i	-0.9	-5.6	i	-10.3	-0.1	i	i	-0.7	i	i
O=C(Cn1c(=O)n(Cc2ccccc2)c(=O)c2cc(Cl)ccc21)NCC1CCCO1 (configuration not stated)	i	-8.0	-2.0	i	-3.7	0.7	i	i	-1.6	i	i
NC(=O)CC(c1ccccc1)c1ccco1 (configuration not stated)	i	-8.5	-6.3	i	6.6	-0.9	i	i	1.8	i	i
CCC/C(O)=C1\C(=O)CCCC1=NC(C)C(=O)O (configuration not stated)	i	-2.7	2.5	i	-0.2	-0.5	i	i	x	i	i
COc1cc(CNCCO)ccc1OCCc1ccccc1	i	-10.8	4.6	i	-1.4	-0.5	i	i	1.2	i	i
O=C(c1cnc2n(c1=O)CCS2)N(c1ccccc1)C1CCCCC1	i	-6.7	-2.3	i	6.1	0.9	i	i	2.4	i	i
COc1ccc2cc(C3CC(c4cccs4)=NN3C(C)=O)c(Cl)nc2c1 (configuration not stated)	i	-4.2	1.1	i	0.3	3.3	i	i	-2.2	i	i
O/N=C\c1ccc2noc(-c3ccc(Cl)cc3)c2c1	i	-3.1	-1.2	i	0.8	1.7	i	i	0.4	i	i
CCS(=O)(=O)c1ccc(-c2cccc(NC(=O)c3ccc(Br)o3)c2)nn1	i	-9.5	-2.7	i	-3.6	2.7	i	i	8.1	i	i
O=C(CN1C2=NCCN2c2ccccc21)c1ccc(Br)cc1	i	-9.8	-3.2	i	-1.3	0.4	i	i	5.4	i	i
NC(=O)C1CCN(C(=O)CSc2nc3ccccc3o2)CC1	i	-0.8	x	i	10.0	1.6	i	i	x	i	i
Cc1ccc(N/C=C/C(=O)c2sc(-c3ccccc3)nc2C)cc1	i	-11.4	-1.3	i	0.8	-0.2	i	i	-3.6	i	i
O=C(CSc1nnc(NC(=O)c2c(F)cccc2F)s1)Nc1ccccc1F	i	-3.1	-3.5	i	2.8	1.8	i	i	-6.8	i	i
COc1ccc(C2CC(c3cccc(OC)c3OC)n3nnnc3N2)cc1 (configuration not stated)	i	-9.8	0.1	i	-3.0	0.2	i	i	-1.9	i	i
COC(=O)C1(S(=O)(=O)c2ccc(C)cc2)CCOCC1	i	-4.8	4.7	i	2.5	0.2	i	i	-0.5	i	i
O=C(COc1ccc(Cl)cc1)c1ccc(O)cc1O	i	-7.7	2.0	i	-0.8	0.3	i	i	3.8	i	i
CC(=O)c1cc2c(cc1NC(=O)CCNC(=O)c1ccccc1Cl)OCO2	i	-5.7	x	i	-5.8	-3.4	i	i	5.3	i	i
O=C(C1CCC(CNS(=O)(=O)c2cccs2)CC1)N1CCN(c2ccc(Cl)cc2)CC1 (configuration not stated)	i	-4.2	0.0	i	-5.8	-1.2	i	i	-1.9	i	i
O=C(COC(=O)C1CC(=O)N(Cc2ccccc2)C1)c1ccc(Br)cc1 (configuration not stated)	i	-8.8	-2.3	i	9.7	1.3	i	i	2.1	i	i
CN(C)C(=O)N1CCC(C(=O)NCc2ccccc2Cl)CC1	i	-5.5	1.6	i	2.7	-0.4	i	i	-1.7	i	i
CCn1c(SCC(=O)N/N=C/C=C\c2ccco2)nc2ccccc21	i	-17.3	x	i	-1.9	-0.5	i	i	-6.0	i	i
CC1CCCCN1S(=O)(=O)c1ccc(N(C(=O)c2cnccn2)C(C(=O)NC2CCCC2)c2cccs2)cc1 (configuration not stated)	i	-10.2	-0.1	i	-0.4	1.1	i	i	-2.1	i	i
CCN1CCN(CC(=O)Nc2ccc(C(C)=O)cc2)CC1	i	-5.3	0.2	i	-2.7	-3.4	i	i	-0.1	i	i
O=C(O)c1ccccc1C(=O)c1ccc2c(c1)N(Cc1ccc(Cl)c(Cl)c1)C(=O)CO2	i	-6.5	-2.8	i	2.5	3.7	i	i	6.1	i	i
CC(=O)c1ccc(OC(C)C)c(CC(C(N)=O)C(N)=O)c1	i	-8.9	-0.6	i	0.0	3.0	i	i	1.2	i	i
CC1CC(C)CN(C(=O)CSCC(=O)Nc2nc(-c3cccs3)cs2)C1 (configuration not stated)	i	-13.7	-4.7	i	-1.2	2.5	i	i	13.4	i	i
CN(C)c1ccc(C(=O)C(=O)c2ccccc2)cc1	i	0.6	-0.2	i	0.8	-1.2	i	i	6.1	i	i
O=C1c2ccccc2C(=O)N1CCC1=CCCCC1	i	-3.0	2.5	i	-2.6	2.2	i	i	1.8	i	i
Cc1csc(SCC(=O)NC(=O)NCc2ccccc2)n1	i	-5.4	-1.1	i	0.0	-1.7	i	i	0.1	i	i
O=[N+]([O-])c1ccc(Sc2n[nH]c(-c3ccc(Cl)cc3Cl)n2)nc1	i	-4.7	0.2	i	6.4	5.0	i	i	1.8	i	i
NC(=S)N/N=C/c1ccc(Br)o1	i	-19.7	2.9	i	1.2	-5.7	i	i	2.3	i	i
Cc1ccc(CNc2nc(N)c([N+](=O)[O-])c(Nc3cccc(F)c3)n2)cc1	i	-8.4	-0.1	i	5.7	-0.4	i	i	-11.3	i	i
O=C(CSc1nnc(CNc2ccc(F)cc2)o1)N1CCCc2ccccc21	i	-7.3	x	i	-1.0	0.4	i	i	2.5	i	i
Nc1nc(SCc2nc3scc(-c4ccccc4)c3c(=O)[nH]2)n[nH]1	i	-1.3	4.1	i	19.1	2.1	i	i	7.1	i	i
N#C/C(=N\Nc1c(Cl)cccc1Cl)C(=O)NN	i	-4.2	74.9*	i	5.2	-24.3	i	i	-5.0	i	i

Next part; it opens with the seven that closed the last part.
SMILES	KCNQ1 pot	hERG protect	GSK3A inh	KCNK9 inh	DYRK1A inh	GSK3beta inhib	KCNQ1 inh	KCNK3 inh	HDAC3 inh	PolyA inhibitor	RGS4 act
Cc1csc(SCC(=O)NC(=O)NCc2ccccc2)n1	i	-5.4	-1.1	i	0.0	-1.7	i	i	0.1	i	i
O=[N+]([O-])c1ccc(Sc2n[nH]c(-c3ccc(Cl)cc3Cl)n2)nc1	i	-4.7	0.2	i	6.4	5.0	i	i	1.8	i	i
NC(=S)N/N=C/c1ccc(Br)o1	i	-19.7	2.9	i	1.2	-5.7	i	i	2.3	i	i
Cc1ccc(CNc2nc(N)c([N+](=O)[O-])c(Nc3cccc(F)c3)n2)cc1	i	-8.4	-0.1	i	5.7	-0.4	i	i	-11.3	i	i
O=C(CSc1nnc(CNc2ccc(F)cc2)o1)N1CCCc2ccccc21	i	-7.3	x	i	-1.0	0.4	i	i	2.5	i	i
Nc1nc(SCc2nc3scc(-c4ccccc4)c3c(=O)[nH]2)n[nH]1	i	-1.3	4.1	i	19.1	2.1	i	i	7.1	i	i
N#C/C(=N\Nc1c(Cl)cccc1Cl)C(=O)NN	i	-4.2	74.9*	i	5.2	-24.3	i	i	-5.0	i	i
CCOC(=O)c1c(-c2ccccc2)oc2ccc(O)c(CN3CCOCC3)c12	i	-10.0	1.1	i	4.6	0.4	i	i	14.7	i	i
Cc1ccc(NC(=O)c2ccc(NCCCN3CCC(C)CC3)c([N+](=O)[O-])c2)c(C)c1	i	-6.2	2.2	i	3.4	-0.5	i	i	2.3	i	i
COc1cc(NC(=O)COc2cc(C)cc3oc(=O)c(C)c(C)c23)cc(OC)c1OC	i	-3.2	-1.5	i	-4.0	1.9	i	i	2.3	i	i
O=[n+]1c2c(n([O-])c3c1CCC3)CCCC2	i	-3.2	-3.6	i	-6.7	-3.0	i	i	-0.5	i	i
CCCc1c(C)nc2ccccc2c1SCCC#N	i	-11.9	0.3	i	5.6	2.1	i	i	2.3	i	i
O=C(/C=C/c1ccco1)N(Cc1ccccc1)C1CCS(=O)(=O)C1 (configuration not stated)	i	-9.3	-4.8	i	-1.4	4.0	i	i	7.2	i	i
Cc1cc(=O)n2[nH]c(C)cc2n1	i	-5.5	-2.5	i	-3.3	1.6	i	i	-13.1	i	i
S=C1NC(c2cccs2)=CC(c2ccc(Br)cc2)N1 (configuration not stated)	i	-8.8	-2.7	i	-8.6	-3.2	i	i	4.3	i	i
Cc1nonc1OCCCNc1ccc([N+](=O)[O-])cc1Cl	i	-2.5	-2.4	i	-3.3	0.9	i	i	4.1	i	i
CN(Cc1nccn1C)C(=O)c1cc(COc2cccc(C(F)(F)F)c2)on1	i	-2.8	-0.1	i	-0.4	2.0	i	i	4.6	i	i
C=C(C)c1cccc(C(C)(C)NC(=O)N2CCC(C(N)=O)CC2)c1	i	-3.0	-0.3	i	5.0	1.4	i	i	-5.0	i	i
CSCCC(NC(=O)c1ccccc1)C(=O)OCC(=O)N(C)CCC#N (configuration not stated)	i	-10.6	-0.6	i	x	4.5	i	i	-4.2	i	i
